# Assay outcomes: PubChem, National Center for Advancing Translational Sciences (NCATS)
# Mm-Cpn inhibitor – M. maripaludis TRiC chaperonin inhibition; purified Mm-Cpn ATPase, ADP Transcreener TR-FRET; Potency, µM (series often up to 76.9 µM), inactives show at the top dose activity, negative = inhibition, hits mostly inhibitors; hit rate 0.031% among 330,000; note: potency is the fitted concentration of half-maximal effect; % is set by controls: 0 for no effect and ±100 for the full control effect; nearly all actives have a fitted effect of over 80% in size
#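 Purified archaeal chaperonin (25 nM final) was preincubated with compound for 10 min at 37°C, then ATP (10 uM final) was added for 30 min at 37°C in Tris pH 7.4/KCl/MgCl2/DTT buffer. ADP was quantified by HTRF Transcreener TR-FRET.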
# HepG2 viability – HepG2 cytotoxicity, counter-screen for TGF-b inhibitors; hit rate 0.76% among 410,000; HepG2 CAGA-GFP viability, ATP luminescence, 18 h; AID 588856; Potency, µM (doses to about 46.1 µM), inactives show at the highest dose activity change, negative = cytotoxicity, hits mostly cytotoxic; note: potency is the fitted concentration of half-maximal effect; some results filed as inactive show a strong effect at the top dose
#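 HepG2 CAGA-GFP cells (1000/well, DMEM with 1% FBS) received compound, then TGF-beta at 500 pg/mL final, and were incubated 18 hours at 37 degrees C. Viability was read by CellTiter-Glo luminescence. Media-only wells were set as complete cell-killing and DMSO as no toxicity.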
# pAkt inh – blocks phosphorylation of Akt; Neuro2A IGF-stimulated pAkt S473 HTRF, 20 min; stronger effect = lower value; activity change, % for hits at 50 µM; hit rate 0.32% among 360,000; AID 651550; in the data active = activity change below about -80%; inconclusive = mostly about -51% to -80%; note: % is set by controls: 0 for no effect and ±100 for the full control effect
#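 Neuro2A cells (4,500/well, DMEM with 0.5% FBS) were treated with compound at a single 50 µM final concentration, stimulated with 6 nM IGF for 20 min at 37 °C, and lysed. Phospho-Akt Ser473 was read by HTRF as 665/615 ratio ×10^4.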
# Abeta rescue – A-beta toxicity reversal in yeast; Potency, µM (series often up to 46.1 µM), inactives show at the top dose growth rescue, usual class: activators; yeast expressing A-beta42, growth rescue, OD600, 48 h; response scale: 0% DMSO, 100% iron-clioquinol control; AID 1347071; hit rate 0.063% among 410,000; note: potency is the fitted concentration of half-maximal effect; nearly all actives have a fitted effect of over 55% in size
#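 Yeast A-beta toxicity model in growth medium with pinned compounds, 48 h at 30 C; growth read as absorbance at 600 nm. Normalized to FeCl3/clioquinol equimolar mix (positive) and DMSO (negative).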
# TGFb SMAD3 inh – TGF-b pathway inhibition; hit rate 1.2% among 410,000; AID 588855; Potency, µM (top dose mostly 46.1 µM), for inactives: top-dose activity, negative = inhibition, hits mostly inhibitors; HepG2 CAGA-GFP TGF-b/SMAD3 reporter, GFP fluorescence, 18 h; TGF-beta stimulated, 500 pg/mL final; note: potency is the fitted concentration of half-maximal effect; % is set by controls: 0 for no effect and ±100 for the full control effect; nearly all actives have a fitted effect of over 65% in size
#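 HEPG2 CAGA-GFP cells (1000/well, DMEM with 1% FBS) were pre-incubated 2 h at 37 degrees C, given compound by pin tool, then stimulated with TGF-beta at 500 pg/mL final for 18 h before per-cell GFP fluorescence imaging.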
# CCT chaperon mod – modulators of cytosolic chaperonin (CCT/TRiC) activity; activity change, % (no concentration beside the values), hits read low; hit rate 0.3% among 360,000; purified chaperonin ATPase assay, HTRF ADP detection, 30 min; in the data active = activity change below about -30%; note: % is set by controls: 0 for no effect and ±100 for the full control effect
#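 Enzyme 40 or 20 nM (batch-dependent) in Tris pH 7.4/KCl/MgCl2/DTT; cpd 76 uM single point; ATP 10 uM; 30 min 37 °C; Transcreener ADP HTRF detection, 30 min RT; ratio 665/615.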
# Nrf2 ARE act – activators of Nrf2 (ARE) signaling | hit rate 0.31% among 410,000 | AREc32 ARE-luciferase reporter (MCF7-derived line), luminescence, 24 h | Potency, µM (series often up to 46.1 µM), inactives show at the highest dose activation, usual class: activators; note: potency is the fitted concentration of half-maximal effect; % of control where 0% means no effect; nearly all actives have a fitted effect of over 65% in size
#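 Luciferase luminescence (Steady-Glo, 30 min at room temperature) served as the read-out of ARE activation in AREc32 cells treated with compounds for 24 hr at 37 deg C.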
# Nrf2 inh – blocks Nrf2 signaling; A549 ARE-Fluc reporter, luciferase luminescence, 18-24 h; Potency, µM (series often up to 46 µM), for inactives: at the top dose activity change, negative = inhibition, hits mostly inhibitors; hit rate 2.1% among 360,000; AID 504444; note: potency is the fitted concentration of half-maximal effect; % is set by controls: 0 for no effect and ±100 for the full control effect; nearly all actives have a fitted effect of over 60% in size
#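 A549 ARE_Fluc cells (5000/well, 5% FBS OPTI-MEM) pre-incubated 2 h, then treated with compounds 18-24 h at 37C/5% CO2 in concentration-response. CellTiter-Fluor viability read first; BugLite luciferase luminescence after 15 min at room temperature gives Nrf2 activity.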
# A549 tox – counter-screen for Nrf2 inhibitors: cytotoxicity in A549 cells | hit rate 0.16% among 390,000 | A549 ARE-Fluc cells, CellTiter-Fluor viability, 18-24 h | Potency, µM (doses to about 46 µM), for inactives: at the top dose activity change, negative = cytotoxicity, usual class: inhibitors; note: potency is the fitted concentration of half-maximal effect; % is set by controls: 0 for no effect and ±100 for the full control effect
#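 Cytotoxicity counterscreen: CellTiter-Fluor fluorescence was measured in A549 ARE_Fluc cells after 18-24 h of compound exposure in a concentration series. The subsequent BugLite luminescent read reports ARE-luciferase activity.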
# Starred values were filed as active, the others as inactive; i = inactive; ? = inconclusive; / = not tested or not shown; [ ] = remark or other dose. Unless noted, calls come from the whole dose curve; as a rule, active = well fitted curve in the direction sought with a large enough effect; inconclusive = small, poorly fitted or top-dose-only effect, or another doubt; inactive = no such curve, though single readings can be large; an effect the other way counts as inactive or inconclusive. Compounds as they come (roughly 4.3% active in at least one column).
Structure | TGFb SMAD3 inh | pAkt inh | Nrf2 ARE act | Abeta rescue | A549 tox | CCT chaperon mod | Mm-Cpn inhibitor | Nrf2 inh | HepG2 viability
Cc1nn2c(=O)cc(CN(C)c3ccccc3)nc2s1 | 2% | / | 0.9% | -4% | 29% | / | / | ? | 11%
C=CCN1C(=NC(=O)CCC(=O)O)SC2CS(=O)(=O)CC21 (stereo unspecified) | -4% | i | -0.3% | -8% | -2% | -1.9 | 1% | 15% | 25%
O=C(COC(=O)c1n[nH]c(=O)c2ccccc12)c1ccccc1 | 28% | i | -0.2% | 4% | 0% | -1.2 | -1% | 3% | -4%
Cn1cccc1Cc1nnc(SCC(=O)NC2CCCCC2)n1CCc1ccccc1 | 7% | i | -1.3% | -8% | 2% | 0.4 | 1% | 9% | -2%
CCC(C)(C)n1nnnc1C(c1ccc(C)cc1)N1CCC(C)CC1 (stereo unspecified) | 6% | i | 0.2% | 6% | -5% | -0.6 | -1% | -13% | -23%
CCc1cc2c(CN3CCN(Cc4ccccc4)CC3)cc(=O)oc2cc1O | ? | i | 2.9% | -11% | 23% | -1.5 | -5% | -4% | -46%
COc1ccc(NC(=O)c2ccco2)cc1NC(=O)c1ccc(OC(C)C)cc1 | 2% | / | 7.6% | 7% | 0% | / | / | -7% | -13%
Cc1cc(SC(C)C(=O)Nc2c(C)n(C)n(-c3ccccc3)c2=O)nc2ccccc12 (stereo unspecified) | -11% | i | 0.2% | 6% | -5% | -0.5 | 1% | -2% | 7%
CC(C)CC(=O)Nc1cc(NC(=O)CC(C)C)cc(C(=O)NC(C)(C)C)c1 | 14% | i | -0.1% | 0% | 3% | -1.5 | -1% | / | -1%
O=C(Cn1nc(Cc2ccncc2)c2ccccc2c1=O)N1CCN(C(=O)c2ccco2)CC1 | -5% | i | -0.1% | 6% | 2% | -2.3 | 1% | 4% | -11%
CCCc1ccc(S(=O)(=O)Nc2ccc(C)c(NS(C)(=O)=O)c2)cc1 | ? | i | 2.5% | -5% | 1% | 0.9 | -1% | ? | -28%
CC(C)NC(=O)c1cccc2c(-c3ccc(F)c(F)c3)coc12 | 10% | i | 2.1%[9.22 µM] | -3% | / | 0.0 | / | / | -13%
CCOc1cc(CNc2ccc(O)cc2)cc(Br)c1OCc1ccccc1 | ? | / | -3.8% | -15% | ? | / | / | ? | -79%
CCN(CC(=O)Nc1cc(Cl)ccc1C)C(=O)Cc1sc(C)nc1-c1ccc(F)cc1 | 4% | i | 3.0% | 4% | -11% | -2.1 | 1% | -13% | -6%
COc1ccc(NC(=O)N(C)C[C@@H]2Oc3cc(C#CCN(C)C)ccc3S(=O)(=O)N([C@H](C)CO)C[C@H]2C)cc1 | -6% | i | 0.1% | 3% | / | -1.9 | / | / | 14%

# Profiles as entered above. Values in the order: TGFb SMAD3 inh	pAkt inh	Nrf2 ARE act	Abeta rescue	A549 tox	CCT chaperon mod	Mm-Cpn inhibitor	Nrf2 inh	HepG2 viability
# `Cc1nn2c(=O)cc(CN(C)c3ccccc3)nc2s1` reads 2%	/	0.9%	-4%	29%	/	/	?	11%
# `CCC(C)(C)n1nnnc1C(c1ccc(C)cc1)N1CCC(C)CC1` (stereo unspecified) reads 6%	i	0.2%	6%	-5%	-0.6	-1%	-13%	-23%
# `CC(C)NC(=O)c1cccc2c(-c3ccc(F)c(F)c3)coc12` reads 10%	i	2.1%[9.22 µM]	-3%	/	0.0	/	/	-13%
# `CC(C)CC(=O)Nc1cc(NC(=O)CC(C)C)cc(C(=O)NC(C)(C)C)c1` reads 14%	i	-0.1%	0%	3%	-1.5	-1%	/	-1%
# `CCCc1ccc(S(=O)(=O)Nc2ccc(C)c(NS(C)(=O)=O)c2)cc1` reads ?	i	2.5%	-5%	1%	0.9	-1%	?	-28%

# (further entries)
Structure | TGFb SMAD3 inh | pAkt inh | Nrf2 ARE act | Abeta rescue | A549 tox | CCT chaperon mod | Mm-Cpn inhibitor | Nrf2 inh | HepG2 viability
O=C1c2c(O)cc(O)cc2O[C@H](c2ccc(O)cc2)[C@H]1O | -3% | i | 3.8% | -5% | 0% | 0.5 | / | 1% | -9%
C[C@@H]1CN([C@H](C)CO)C(=O)CCCn2nncc2CO[C@H]1CN(C)S(=O)(=O)c1cccs1 | ? | i | -0.4% | 0% | / | -3.0 | / | / | -3%
CC(C)(C)CNc1cc(N2CCOCC2)ccc1[N+](=O)[O-] | -12% | i | -0.6% | 2% | -26% | 0.1 | -3% | -14% | -36%
CCOC(=O)CSC1=N/C(=C\c2cc(OC)c(OC)c(OC)c2)C(=O)N1C | -20% | i | -0.1% | -21% | -7% | 1.3 | 2% | 2% | -3%
Cc1onc(-c2ccccc2)c1C(=O)N1CCN(c2ccccn2)CC1 | 6% | i | -0.4% | -12% | -1% | -2.5 | 2% | 1% | 6%
CCOC(=O)Cc1csc(NC(=O)CSc2cc(Cl)ccc2Cl)n1 | -15% | i | -0.6% | 7% | -3% | -0.3 | -1% | -6% | 6%
COc1ccc(C(=O)NCC(c2ccco2)N2CCc3ccccc32)cc1 (stereo unspecified) | ? | i | -0.5% | 12% | -14% | -1.4 | -8% | ? | 0%
COc1ccc2c(/C=N/Nc3ccc(C(=O)O)cc3)c[nH]c2c1 | 20% | i | 12% | -18% | 1% | 0.2 | -8% | ? | -2%
CC(=O)c1ccc(NC(=O)C(C)N(C)CC(=O)Nc2ccc(N3CCOCC3)cc2)cc1 (stereo unspecified) | 30% | i | 2.4% | 2% | 2% | -2.7 | -1% | 0% | 6%
Cc1cn2c(=O)cc(COC(=O)c3ccc(NC(=O)c4ccc(C(C)(C)C)cc4)cc3)nc2s1 | 6% | / | 0.3% | 5% | 4% | / | / | / | 8%
Cc1ccc(C)c(-n2c(CNc3ccc(F)cc3)nnc2SCC(N)=O)c1 | -2% | i | -0.9% | 14% | 0% | -2.5 | 0% | 2% | 5%
COc1ccc(C2C(C(C)=O)=C(C)N=c3s/c(=C\c4ccco4)c(=O)n32)c(OC)c1 (stereo unspecified) | 9% | / | 2.9% | -1% | ? | -2.1 | -2% | -24% | -11%
O=C(NC(Nc1ccccn1)C(Cl)(Cl)Cl)c1ccccc1 (stereo unspecified) | ? | i | 0.0% | -15% | 0% | -2.4 | 4% | -15% | -16%
CC(C)(CO)NS(=O)(=O)c1ccc2c(c1)oc(=O)c1cc(S(=O)(=O)NC(C)(C)CO)ccc12 | ? | i | 0.4% | 0% | 0% | 1.2 | / | / | 1%
Cc1cc(C(=O)COC(=O)CC2Sc3ccccc3NC2=O)c(C)n1-c1ccccc1 (stereo unspecified) | 3% | i | 4.7% | 20% | -8% | -2.7 | -3% | ? | 4%
COc1ccc(/C=N/NC(=O)c2cc(-c3ccc4c(c3)OCO4)n[nH]2)cc1OC | -3% | i | 5.7% | 4% | -8% | 0.2 | -3% | -8% | -5%
CC1(C)Cc2c(c(-c3ccco3)nc3sc4c(NCCO)ncnc4c23)CO1 | 2% | i | 5.2% | -6% | 12% | -4.5 | -1% | -4% | 0%
COCCOC1CCN(C(=O)c2cc(COc3ccc(F)cc3F)on2)CC1 | -19% | i | -0.5% | -10% | 1% | 3.1 | 0% | 11% | 18%
CN(C)/C=C1/NC(=S)NC1=O | 1% | i | 0.3% | -17% | 0% | -5.8 | -2% | 12% | -2%
N#Cc1c(C(F)(F)F)cc(-c2ccc(F)cc2)nc1SCC(=O)O | 9% | i | 17% | -16% | -10% | 0.2 | -1% | 1% | 0%
CC(C)(O)C#Cc1ccc(C(=O)N2CCC(C(N)=O)(N3CCCCC3)CC2)cc1 | 0% | i | -0.3% | 4% | 0% | -1.6 | -5% | 15% | 0%
CC(=O)Nc1ccc(SCC(=O)NC(=O)c2ccc(S(=O)(=O)N(C)C)cc2)cc1 | -10% | i | -0.6% | -1% | -6% | -0.3 | -4% | -4% | -3%
CC1CCN(C(=O)c2ccc(-n3cnnn3)cc2)CC1 | 0% | i | 1.9% | -27% | -1% | 0.2 | 2% | / | 0%
CSc1ccccc1NC(=O)CN(C)Cc1c(O)ccc2ccccc12 | ? | i | 21% | -12% | -10% | 0.8 | 0% | -16% | -35%
COc1ccc(-c2nc3c4ccccc4n(CC(=O)N4CCN(c5ccccc5F)CC4)c(=O)n3n2)cc1 | 8% | / | -0.8% | -16% | -1% | / | / | / | 24%
CCN(CC)C(=O)C1=C(C)N(CCCOC)C(=O)C(CC(=O)NC(c2ccccc2)c2ccccc2)C1 (stereo unspecified) | 9% | i | -0.4% | 2% | / | 1.5 | / | / | 3%
Cc1ccc(OCCCCc2c(C)n[nH]c2C)cc1 | ? | i | 2.7% | -12% | 4% | 0.6 | -1% | ? | -31%
CC1(C)Cc2c(cnn2-c2cccc(F)c2)C(NC(=O)CSc2ccncc2)C1 (stereo unspecified) | 0% | i | 2.9% | 1% | 0% | -3.8 | 0% | -4% | -10%
CCC(C)(C)n1nnnc1C(c1ccc(F)cc1)N1CCC(C(N)=O)CC1 (stereo unspecified) | -4% | i | -0.5% | -19% | -1% | 3.4 | 3% | 5% | 1%
CN(C(=O)c1ccccc1Cl)C1CCCCC1 | 17% | i | -0.3% | -9% | -2% | -2.0 | 0% | / | 0%
CCCOc1ccc(/C(O)=C2/C(=O)C(=O)N(c3ccccn3)C2c2ccc(OC)cc2)cc1C (stereo unspecified) | -17% | i | 0.3% | -16% | -10% | 0.0 | -25% | -10% | -11%
